RBBP9 inhibitor – inhibitors of human serine hydrolase RBBP9; recombinant RBBP9, FP-Rh probe fluorescence polarization; O75884; inhibition, % at 7.94 µM; 0.2% of 220,000 active;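 active = inhibition above the campaign mean of all tested compounds plus 3 SD, cut at about 14% in these data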;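 note: plate controls were DMSO wells with RBBP9 for no effect and wells lacking RBBP9 protein for full effect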
Target sequence (O75884 whole entry, looked up): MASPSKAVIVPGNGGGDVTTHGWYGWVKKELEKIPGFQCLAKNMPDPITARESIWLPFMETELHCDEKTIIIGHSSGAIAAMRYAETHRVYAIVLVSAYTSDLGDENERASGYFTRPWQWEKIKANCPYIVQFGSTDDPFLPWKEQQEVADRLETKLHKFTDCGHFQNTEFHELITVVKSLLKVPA
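Assay system: recombinant human RBBP9; Reagent: Serine-hydrolase probe FP-Rh, 375 nM pre-mixing; Doses: 7.94 µM single dose, 0.794% DMSO; Incubation: 30 min then 45 min, 25 °C; Detection: fluorescence polarization (mP), excitation 525 nm, emission 598 nm; Evaluation: percent inhibition from mP, scaled between DMSO and no-protein wells.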
zfTRPN1 agonist – agonists of zebrafish TRPN1 channel; HEK293 zebrafish TRPN1-YFP, Fluo-8 calcium fluorescence; 100% = response to 87 µM carbachol; activation, % at 3 µM; 0.18% of 220,000 active; AID 1424;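 active = activation above its plate's cutoff, the mean activation of test wells on that plate plus 3 SD, cut at about 19% in these data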;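 note: 0% = DMSO alone and 100% = 87 µM carbachol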
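System: zebrafish TRPN1-YFP in HEK293 cells / Dosing: 3 µM single point / Timing: dye loading 1 h at 37 °C, then 30 min room temperature / Signal: Fluo-8 calcium fluorescence, excitation 470-495 nm, emission 515-575 nm / Read-out basis: percent activation from peak over basal fluorescence ratio, control-normalized / Control set: high carbachol 87 µM, low DMSO alone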
PPC-1+TRAIL kill – kills PPC-1 cancer cells in the presence of TRAIL | PPC-1 cells + TRAIL, ATPLite viability luminescence | cell killing (% activity), % at 4 µM | 0.41% of 220,000 active | AID 1443;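 active = cell killing above 50% in the first pass at 4 µM, then a duplicate retest at 5 µM averaging 50% or more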;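 note: plate controls were cells with TRAIL plus DMSO for no effect and medium-only wells lacking cells for full effect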
CHOP inh – inhibitors of CHOP induction in ER stress response; CHO-K1 CHOP-promoter luciferase, tunicamycin-induced, 15-18 h; inhibition, % at 10 µM; 3.8% of 220,000 active; AID 2732;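 active = compounds that reduced the stress-induced luciferase reporter signal by more than about 70% of percent inhibition, limit read from the data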;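 note: 0% = tunicamycin plus vehicle and 100% = wells without tunicamycin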
TNF necrop inh – blocks TNF-alpha induced death of Jurkat FADD-/- cells. Jurkat FADD-/- TNF necroptosis rescue, ATP luminescence, 24 h; 0 = TNF only, 100 = no-TNF cells. activation (protection from cell death), % at 10 µM. 0.068% of 220,000 active. AID 463075;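 active = activation, meaning protection from cell death, of at least 50% relative to plate controls; inactive = activation below 50%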;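 note: necroptosis triggered by 40 ng/mL TNF-alpha added together with compound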
BaF3 tox – counter-screen for JAK2V617F inhibitors: parental Ba/F3 viability inhibitors | CellTiter-Glo ATP luminescence | inhibition, % at 5.6 µM | 1.1% of 220,000 active | AID 1486;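 active = inhibition above a per-campaign cutoff, the mean inhibition of all tested compounds plus 3 SD, cut at about 27% in these data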;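 note: 0% = DMSO wells and 100% = JAK Inhibitor I control wells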
Wee1 stabilizer – blocks degradation of human Wee1 kinase | P30291 | HeLa Luc-Wee1K328M stability, luciferase luminescence; 100% = proteasome inhibitor MG132 effect | reporter increase, % at 5 µM | 1.2% of 220,000 active | AID 1321;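 active = activation above the mean of all tested compounds plus 3 SD, set per screening run, cut at about 8.8% in these data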;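 note: cells exposed to compound for 20 h before luminescence read; 0% = DMSO alone and 100% = MG132 at 30 µM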
Target sequence (P30291 whole entry K328M): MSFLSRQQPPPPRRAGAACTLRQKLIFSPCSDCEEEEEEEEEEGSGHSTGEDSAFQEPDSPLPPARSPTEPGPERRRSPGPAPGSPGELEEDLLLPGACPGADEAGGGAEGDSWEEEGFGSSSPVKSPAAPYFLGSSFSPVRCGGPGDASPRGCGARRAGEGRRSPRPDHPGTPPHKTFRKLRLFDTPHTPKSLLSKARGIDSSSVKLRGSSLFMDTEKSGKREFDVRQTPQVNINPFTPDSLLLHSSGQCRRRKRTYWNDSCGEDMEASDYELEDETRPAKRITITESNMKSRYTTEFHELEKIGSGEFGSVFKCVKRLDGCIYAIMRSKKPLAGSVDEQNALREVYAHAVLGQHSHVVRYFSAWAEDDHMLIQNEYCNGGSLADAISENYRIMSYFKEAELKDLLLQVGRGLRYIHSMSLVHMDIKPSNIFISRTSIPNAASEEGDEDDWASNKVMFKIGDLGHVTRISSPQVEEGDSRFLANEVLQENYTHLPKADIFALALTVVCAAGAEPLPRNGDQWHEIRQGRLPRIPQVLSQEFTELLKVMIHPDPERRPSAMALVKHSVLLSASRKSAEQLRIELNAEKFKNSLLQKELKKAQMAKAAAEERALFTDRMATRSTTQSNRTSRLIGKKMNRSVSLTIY
TRPML3 agonist – human mucolipin-3 channel agonism. HEK293 TRPML3-YFP, Fluo-8 calcium fluorescence; 100% = the carbachol control signal. 0.29% of 220,000 active. activation, % at 3 µM;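 active = activation above its plate's cutoff, the mean activation of the plate's test wells plus 3 SD, cut at about 12% in these data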;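 note: 0% = DMSO only wells and 100% = carbachol wells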
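Material: HEK293 cells stably carrying human TRPML3-YFP; compound dosing: single dose, 3 µM final nominal compound, 0.3% DMSO final; incubation: 1-h 37 °C dye load, 5-s basal, 120-s post-compound reads; technique: Fluo-8 intracellular calcium fluorescence, excitation 470-495 nm, emission 515-575 nm; read-out basis: percent activation from peak-to-basal fluorescence ratio, scaled between DMSO and carbachol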
Ba/F3 V617F tox – lowers viability of Ba/F3 cells expressing EpoR and JAK2V617F; ATP luminescence; inhibition, % at 5.6 µM; 1.1% of 220,000 active;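 active = inhibition above the campaign mean plus 3 SD over all tested compounds, cut at about 24% in these data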;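 note: cytokine-independent growth of Ba/F3 cells driven by EpoR plus mutant JAK2; 0% = DMSO-treated cells and 100% = JAK inhibitor I control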
* marks the source's active call; other numbers are inactive results; · = no result given.

entry	SMILES	Ba/F3 V617F tox	PPC-1+TRAIL kill	TRPML3 agonist	TNF necrop inh	BaF3 tox	Wee1 stabilizer	CHOP inh	zfTRPN1 agonist	RBBP9 inhibitor
1	CCCCC(=O)Nc1ccc2oc(-c3ccncc3)nc2c1	-2	-1	0.8	-1.8	4	-1	-15	1.0	8
2	Cc1ccc(CCNC(=O)C2CCC(CNc3c(N4CCC(C)CC4)c(=O)c3=O)CC2)cc1 (stereo not given)	-4	-2	-0.6	-3.2	4	1	19	-3.0	-6
3	CC(=O)C1C(c2ccc(Br)cc2)C2C(C)=NN=C2CC1(C)O (stereo not given)	-2	9	1.3	0.8	4	0	1	0.8	-3
4	Cc1ccc(C(=O)N2CCN3C(=O)c4ccccc4C23c2ccc(Cl)cc2)cc1 (stereo not given)	28*	14	-0.7	-11	22	6	-90	-1.7	0
5	CCN(CC)C(=S)Oc1c(Cl)cccc1Cl	-2	-1	0.6	-3.2	-3	2	-1	-0.8	-3
6	O=C(O)C1C2C=CC(C2)C1C(=O)Nc1ccc2c(c1)OCCO2 (stereo not given)	-5	18	0.1	31	0	0	6	1.0	-3
7	CCN(CC)S(=O)(=O)c1ccc(OC)c(NC(=S)Nc2cccc(C)c2C)c1	3	8	0.2	1.0	4	1	11	-1.9	1
8	O=C(O)c1c(F)c(F)c(F)c(F)c1-c1ccc(Cl)cc1	-4	-7	1.0	-1.0	0	0	27	0.8	-2
9	O=C(CNC(=O)c1ccco1)OCC(=O)c1ccc2c(c1)CCCC2	-1	10	0.7	-0.5	2	3	11	0.3	-5
10	CCOc1ccccc1-c1nc(CN2CCCC2c2nccs2)c(C)o1 (stereo not given)	-2	-8	-0.4	-0.4	6	-4	51	-0.7	-16
11	COc1ccc(-n2nc([N+](=O)[O-])c(=NCCc3ccccc3)n2O)cc1	-2	-17	0.0	0.8	6	-2	-2	-0.6	0
12	Cc1ccc(C(C(=O)NC(C)(C)C)N(C(=O)c2csnn2)c2cccc(F)c2)o1 (stereo not given)	1	4	-0.4	-0.8	4	-2	7	0.7	0
13	Cc1c(C(=O)OC(C)C)sc(N)c1C(=O)OC(C)C	1	28	-0.7	2.5	6	1	82*	-2.3	3
14	CCOC(=O)C1=C(O)/C(=C/c2ccc(OCC(=O)O)c(OCC)c2)SC1=Nc1ccc(C)cc1	2	7	-0.3	1.8	4	-2	-4	-0.3	-10
15	O=C(O)c1cccc(Oc2ccccc2[N+](=O)[O-])c1	0	7	0.8	0.7	9	-2	8	0.3	3
16	Cc1ccc(-c2nn(-c3ccccc3)cc2/C=C2\SC(=S)N(CC(=O)O)C2=O)cc1	2	15	0.6	1.3	-2	0	-4	1.6	-6
17	O=C(Oc1c(Cl)cc(Cl)c2cccnc12)N1CCOCC1	0	-12	-0.2	-4.1	0	-1	70	-0.6	-3
18	COC(=O)C1CCN(C(=O)c2cc(OC)c(OC)c(OC)c2)CC1	1	0	0.7	0.2	4	-1	-9	1.3	-6
19	Cc1cccc(-c2nnc(SCC(=O)C(C)(C)C)n2C)c1	-3	28	0.4	4.2	-4	-1	-3	1.2	-4
20	Cc1nc(CN(C)Cc2nc(Cc3ccccc3Cl)no2)cs1	-4	8	0.5	0.8	2	3	2	2.1	1
21	CN(C)c1ccc(/C=N/NC(=O)c2cccc(N3CCCC3=O)c2)cc1	3	·	-0.2	0.9	9	1	2	1.0	-5
22	COc1ccc(NC(=O)C(NC(=O)c2ccc(=O)[nH]c2)c2ccc(OC)cc2)cc1 (stereo not given)	-1	-16	0.4	1.1	4	4	8	1.5	2
23	Cc1nn(-c2ccccc2)c(N2CCCC2)c1/C=C1\N=C(c2ccc(OC(C)C)cc2)OC1=O	-3	23	0.6	2.4	0	-2	-4	1.5	-2
24	COc1cc(OC)c(C2C(C#N)=C(N)Oc3cc(C)n(CCCN4CCOCC4)c(=O)c32)cc1OC (stereo not given)	-1	4	0.2	-1.9	1	-1	3	0.2	-5
25	Cc1ccc2nc3ccc(N4CCCCCCC4)nn3c(=O)c2c1	0	32	-0.4	5.2	0	-4	-19	-0.3	-14
26	Cc1cc(=O)[nH]c(N/N=C/c2c[nH]c3ccccc23)n1	3	10	0.2	11	1	-1	7	0.9	-3
27	COc1ccc(-c2csc(-c3cccs3)n2)cc1OC	0	12	-1.8	-1.4	6	-2	30	-1.1	-6
28	Cc1c(Cl)cccc1-n1c(SCC(=O)NCc2ccccc2Cl)nnc1-c1ccncc1	-6	-1	-0.3	1.2	-1	-3	0	-0.8	-6
29	COC(=O)C(C)N(c1ccc(C)cc1)S(=O)(=O)c1c(C)[nH]c(=O)[nH]c1=O (stereo not given)	-2	7	0.5	1.4	2	-1	-28	0.0	2
30	CCOc1ccc(NC(=S)N2CCC(N(C)CC3CCCO3)CC2)cc1 (stereo not given)	-2	1	0.8	2.6	1	-3	6	0.9	-3

Already shown: entries from further up.
entry	SMILES	Ba/F3 V617F tox	PPC-1+TRAIL kill	TRPML3 agonist	TNF necrop inh	BaF3 tox	Wee1 stabilizer	CHOP inh	zfTRPN1 agonist	RBBP9 inhibitor
29	COC(=O)C(C)N(c1ccc(C)cc1)S(=O)(=O)c1c(C)[nH]c(=O)[nH]c1=O (stereo not given)	-2	7	0.5	1.4	2	-1	-28	0.0	2
30	CCOc1ccc(NC(=S)N2CCC(N(C)CC3CCCO3)CC2)cc1 (stereo not given)	-2	1	0.8	2.6	1	-3	6	0.9	-3

(list continues)
entry	SMILES	Ba/F3 V617F tox	PPC-1+TRAIL kill	TRPML3 agonist	TNF necrop inh	BaF3 tox	Wee1 stabilizer	CHOP inh	zfTRPN1 agonist	RBBP9 inhibitor
31	Cc1[nH]nc2c1C(c1ccc(-c3ccc(Cl)cc3)o1)C(C#N)=C(N)O2 (stereo not given)	4	24	1.2	-0.9	4	0	20	1.0	-10
32	c1ccc(COc2ccc(OCCCN3CCCCC3)cc2)cc1	1	-3	1.0	0.8	4	1	1	-0.3	4
33	Cc1ccc2cccc(NC(=O)c3ccc(Br)o3)c2n1	2	14	0.5	-18	4	-3	57	0.2	-8
34	CC(Cc1cccs1)NC(=O)Nc1ccc(Cl)c(Cl)c1 (stereo not given)	-6	-5	1.2	3.5	3	2	49	1.3	-13
35	CCc1cccc(N(C(=O)c2csnn2)C(C(=O)NC(C)(C)CC)c2ccccn2)c1 (stereo not given)	2	4	0.8	-0.3	4	-1	-4	-2.7	-10
36	CCC(=O)Nc1ccc(NC(=O)c2cc3ccccc3o2)cc1	3	25	0.1	-0.9	3	0	12	0.9	-5
37	Cc1occc1-c1nnc(SCC(=O)NCCc2ccccc2)n1Cc1ccccc1	-1	10	-0.5	-1.6	3	2	10	-0.6	-4
38	CC(C)[C@H]1CN=C2N(CCNC(=O)CCC3CCCCC3)[C@H](Cc3ccc(O)cc3)CN21	-3	17	-0.6	2.3	6	-2	4	-2.5	-1
39	O=C(COc1ccccc1)Nc1nc(-c2ccc(S(=O)(=O)N3CCOCC3)cc2)cs1	3	-6	1.1	-6.5	10	2	41	3.0	-16
40	N=c1c2c(ncn1Cc1ccco1)Oc1c(ccc3ccccc13)C2c1ccccc1 (stereo not given)	-1	26	0.8	-2.4	6	-4	89*	1.6	-27
41	COc1cccc(C(=O)NC(=S)Nn2cnnc2)c1OC	-3	-4	-0.4	0.1	5	-1	9	0.6	1
42	O=C(N/N=C(\CC(=O)c1cccs1)C(F)(F)F)c1ccncc1	13	15	0.6	-0.2	6	-2	-13	-0.7	-7
43	CCCOC(=S)NC(=O)c1sc2ccccc2c1Cl	-4	-18	0.2	-2.8	2	-1	8	-0.9	-10
44	CN(CC(O)COC(c1ccccc1)c1ccccc1)C1CCCCC1 (stereo not given)	5	17	1.0	-0.1	7	-3	32	-0.2	-7
45	CCOC(=O)c1ccccc1NC(=O)COC(=O)C1=COCCO1	1	23	0.2	-0.8	9	2	16	-1.3	0
46	O=C1CCCN1CCCNC(=S)Nc1ccccc1	-3	1	-0.2	-0.9	2	0	-2	0.3	1
47	C=CCC1c2cccc(C(=O)O)c2C(=O)N1c1cccc(OC)c1 (stereo not given)	0	17	0.6	0.0	4	1	14	0.7	-2
48	Cc1cc(NC(=O)Cn2cc(C(F)(F)F)cc(Cl)c2=O)no1	0	·	0.1	-2.8	2	-3	22	0.5	-6
49	Cc1ccc(C(=O)CNc2ccc(Br)cc2)cc1	0	12	0.5	-7.2	0	0	-1	0.6	-6
50	Cn1cccc1C(=O)OCC(=O)N1CC(=O)Nc2ccccc21	-3	3	1.2	1.4	11	-2	14	1.2	6
51	O=C(NC1CCCC1)C(c1ccc(Cl)cc1)N1CCc2ccccc21 (stereo not given)	3	6	0.2	0.8	3	-1	52	1.5	-12
52	COC(=O)COc1cccc2c(=O)n(CC(=O)NCc3ccc(F)cc3)ccc12	74*	18	1.2	-6.6	8	12*	-12	1.8	-2
53	C/C(=N\NC(=O)c1cc(C)nc2ccccc12)c1ccco1	6	18	0.8	-0.2	9	4	-12	0.1	1
54	NC(=O)c1c(-c2cccs2)csc1N	-2	6	1.0	2.8	6	-3	39	-0.1	3
55	O=C(COC(=O)c1cc([N+](=O)[O-])ccc1NCCO)NCc1cccs1	-1	12	0.0	0.4	-2	-2	13	-1.4	0
56	Cc1nnc2n(-c3ccccc3)c(=O)c3c4c(sc3n12)CCCC4	6	-2	-0.4	-1.7	6	0	-15	0.4	-4
57	Cc1[nH]c(=O)cc2ccccc12	2	10	-0.3	0.1	5	4	0	0.8	3
58	Cc1cc(NC(=O)CSCCO)no1	-1	-4	0.4	-1.0	2	-3	-12	-0.1	0
59	CS(=O)(=O)N1CCN(c2ccc(NC(=O)C(c3ccccc3)c3ccccc3)cc2)CC1	-5	15	-0.6	1.7	-1	-1	39	0.1	4
60	CCOC(=O)C1CCCN(Cc2cc(Br)c(OC)cc2OC)C1 (stereo not given)	4	4	0.0	1.0	6	-3	-2	-0.2	-5
61	CC(=O)Nc1ccc(/C=N/NC(=O)c2cccc(S(=O)(=O)N3CCOCC3)c2)cc1	-1	-2	0.8	0.7	7	0	8	0.8	-8
62	O=C(Nc1ccc(OC(F)(F)F)cc1)C1CC(c2ccc(F)cc2)=NO1 (stereo not given)	7	2	0.6	2.5	5	-5	41	0.9	-1
63	CCCCCCN=CC1=C(O)CC(C)(C)CC1=O	-2	21	0.8	-1.1	6	0	7	0.9	-7
64	O=C(/C=C/c1ccc(-c2ccccc2[N+](=O)[O-])o1)c1ccccc1	-1	18	0.9	-5.0	8	0	-16	-2.9	6
65	CCCCCCc1cc2cc(-c3nnc(-c4cc(OC)c(OC)c(OC)c4)o3)c(=O)oc2cc1O	3	17	0.7	-2.8	3	-2	26	-0.1	-7
66	COc1cccc(/C=N/Nc2ncnc(Cl)c2N)c1O	8	60*	-0.1	-8.8	11	1	37	0.7	-4

Outcome played no part in choosing rows; any-hit rate near 6.8%.
